From PubChem
POLH inh = inhibitors of human DNA polymerase eta. Q9Y253. recombinant Pol eta, fluorescent DNA replication assay. Potency, µM (doses to about 114 µM), without a hit: top-dose activity change, negative = inhibition, actives largely listed as inhibitors. 390,000 compounds, 1.2% hits; also: potency is read from the fitted curve at half-maximal effect; % is scaled to controls: 0 for no effect and ±100 for the full control effect
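Pol eta at 10 nM preincubated with compounds 15 min at room temperature; reaction started with fluorescent substrate (50 nM final) and read kinetically at 0 and 10 min.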
APEX1 inh = blocks human APE1 abasic DNA cleavage; Potency, µM (highest dose often 65.8 µM), inactives show at the highest dose activity change, negative = inhibition, actives largely listed as inhibitors; recombinant APE1, TAMRA/BHQ-2 abasic DNA cleavage fluorescence; P27695; 350,000 compounds, 0.35% hits;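 also: potency is read from the fitted curve at half-maximal effect; plate controls were vehicle for no effect and reference inhibitor for full effect; nearly all actives have a fitted effect of over 55% in size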
Target sequence (P27695 whole entry, looked up): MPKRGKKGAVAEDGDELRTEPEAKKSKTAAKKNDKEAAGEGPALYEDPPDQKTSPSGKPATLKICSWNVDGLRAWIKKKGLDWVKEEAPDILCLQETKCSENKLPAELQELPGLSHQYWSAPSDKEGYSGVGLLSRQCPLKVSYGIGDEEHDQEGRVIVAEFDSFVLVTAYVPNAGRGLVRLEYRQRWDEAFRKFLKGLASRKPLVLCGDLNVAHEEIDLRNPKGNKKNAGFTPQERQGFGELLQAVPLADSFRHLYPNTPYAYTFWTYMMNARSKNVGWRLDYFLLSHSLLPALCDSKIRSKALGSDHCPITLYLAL
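Activity was derived from the fluorescence gain between first and third kinetic reads (60 s intervals, ex 525/em 598 nm) after 50 nM THF-abasic TAMRA/BHQ-2 duplex was added to 0.75 nM APE1 preincubated 15 min with compound.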
Tb PGK inh = T. brucei PGK inhibition | P07378 | AID 602233 | Potency, µM (doses to about 57.5 µM), for inactives: top-dose activity change, negative = inhibition, hits mostly inhibitors | 380,000 compounds, 0.043% hits | PGK/GAPDH coupled, Kinase-Glo luminescence, 60 min; also: potency is read from the fitted curve at half-maximal effect; % is scaled to controls: 0 for no effect and ±100 for the full control effect; nearly all actives have a fitted effect of over 60% in size
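Recombinant glycosomal PGK reaction used 1,3-bisphosphoglycerate generated in-well by GAPDH (100nM final) in 100mM TEA pH 7.6, 5mM MgCl2, 0.01% Tween-20. After 60 minutes at room temperature, ATP was read by Kinase-Glo Plus luminescence end-point.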
Apoferritin bind = candidate novel general anesthetic via apoferritin binding. 350,000 compounds, 0.074% hits. AID 485281. P02791. Potency, µM (doses to about 77.5 µM), inactives show top-dose activity change, negative = displacement, usual class: inhibitors. apoferritin/1-aminoanthracene competitive binding, fluorescence; also: potency is read from the fitted curve at half-maximal effect; % is scaled to controls: 0 for no effect and ±100 for the full control effect; nearly all actives have a fitted effect of over 20% in size
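Steps: apoferritin (10 uM) was premixed with half-saturated 1-AMA in PBS, compounds were pin-transferred, plates stood 10 min at room temperature, fluorescence was read at 380/535 nm, and curves were fitted with a Hill equation.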
Pol kappa inh = blocks human DNA polymerase kappa activity. Q9UBT6. purified Pol kappa, fluorescent DNA synthesis assay, 10 min. Potency, µM (titrated, usually from 107 µM), without a hit: at the highest dose activity, negative = inhibition, usual class: inhibitors. 400,000 compounds, 0.53% hits; also: potency is read from the fitted curve at half-maximal effect; % is scaled to controls: 0 for no effect and ±100 for the full control effect
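10 nM Pol kappa was preincubated with compounds for 15 min at room temperature. Reaction started with 50 nM (final) substrate. Fluorescence read kinetically at 0 and 10 min.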
Pol beta inh = DNA polymerase beta (human) inhibition; Pol beta primer extension/strand displacement, fluorescence kinetic; Potency, µM (series often up to 114 µM), without a hit: at the top dose activity change, negative = inhibition, most hits filed as inhibitors; 340,000 compounds, 1.3% hits; AID 485314; also: potency is read from the fitted curve at half-maximal effect; % is scaled to controls: 0 for no effect and ±100 for the full control effect
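Kinetic readout of DNA synthesis with strand displacement by Pol beta. Compound and 10 nM enzyme sit 15 min at room temperature; 50 nM substrate starts the reaction, read immediately and at 10 min.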
BLM helicase inh = Bloom syndrome helicase (human) inhibition. recombinant BLM DNA unwinding, fluorescence dequenching. Potency, µM (highest dose often 56.1 µM), inactives show top-dose activity change, negative = inhibition, most hits filed as inhibitors. 350,000 compounds, 0.2% hits. AID 2528;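 also: potency is read from the fitted curve at half-maximal effect; plate controls were vehicle for no effect and no enzyme for full effect; nearly all actives have a fitted effect of over 35% in size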
POLI inh = DNA polymerase iota (human) inhibition; Pol iota fluorescent replication assay, 10 min; Q9UNA4; Potency, µM (highest dose often 115 µM), without a hit: at the top dose activity, negative = inhibition, hits mostly inhibitors; 390,000 compounds, 1% hits; also: potency is read from the fitted curve at half-maximal effect
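Fluorescent replication assay read twice, at 0 min and 10 min after adding 50 nM (final) substrate. Enzyme (10 nM) and compounds were first incubated 15 min at room temperature; enzyme-free buffer wells were negative controls.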
RXFP1 antagonist = blocks the human relaxin receptor RXFP1; Q9HBX9; HEK293-RXFP1, relaxin-stimulated cAMP HTRF, 30 min; stronger effect = lower value; activity change, negative = inhibition, % at 57.5 µM; 350,000 compounds, 0.59% hits; AID 1259400;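 active = activity change of -60% or lower, but not beyond a set lower limit; inconclusive = change between -60% and -40%, or beyond the set limit; inactive = change above -40%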; also: % is scaled to controls: 0 for no effect and ±100 for the full control effect
Target sequence (Q9HBX9 whole entry, looked up): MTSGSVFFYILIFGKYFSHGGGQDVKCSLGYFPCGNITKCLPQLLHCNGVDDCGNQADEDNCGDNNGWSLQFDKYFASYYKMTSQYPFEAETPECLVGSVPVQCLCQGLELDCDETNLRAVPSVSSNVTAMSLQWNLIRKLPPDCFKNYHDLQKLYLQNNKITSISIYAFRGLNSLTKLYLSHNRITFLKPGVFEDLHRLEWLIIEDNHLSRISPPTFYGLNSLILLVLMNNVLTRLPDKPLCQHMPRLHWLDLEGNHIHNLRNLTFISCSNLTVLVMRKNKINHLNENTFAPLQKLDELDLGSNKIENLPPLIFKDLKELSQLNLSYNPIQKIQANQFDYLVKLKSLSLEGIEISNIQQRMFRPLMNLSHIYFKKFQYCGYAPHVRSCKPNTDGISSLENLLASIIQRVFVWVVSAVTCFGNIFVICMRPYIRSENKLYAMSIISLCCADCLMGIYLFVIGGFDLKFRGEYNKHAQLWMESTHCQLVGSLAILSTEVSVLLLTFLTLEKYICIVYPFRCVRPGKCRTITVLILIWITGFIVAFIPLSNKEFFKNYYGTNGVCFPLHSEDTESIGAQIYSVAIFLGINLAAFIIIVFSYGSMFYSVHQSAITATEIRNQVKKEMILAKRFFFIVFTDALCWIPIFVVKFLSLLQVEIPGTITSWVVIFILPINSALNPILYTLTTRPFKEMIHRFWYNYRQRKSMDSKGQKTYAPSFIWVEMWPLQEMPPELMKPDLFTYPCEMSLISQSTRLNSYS
Active calls of the source: *; [ ] = dose if it differs, or a comment. Unless noted, calls follow the shape of the dose curve; as a rule, active = well fitted curve in the direction sought with a large enough effect; inconclusive = small, poorly fitted or top-dose-only effect, or another doubt; inactive = no such curve, though single readings can be large; an effect the other way counts as inactive or inconclusive.

A first look:
For Cc1cccc(N2CCN(C3=NC(=O)C(Cc4ccccc4)S3)CC2)c1 (stereo not drawn) the results were POLH inh -28%, APEX1 inh 12%, Tb PGK inh -3%, Apoferritin bind 2%, Pol kappa inh 2%, Pol beta inh 23%, BLM helicase inh 1%, POLI inh 13% and RXFP1 antagonist -13.
CC(C)CC(C(=O)Oc1ccc2c3c(c(=O)oc2c1)CCC3)N1C(=O)c2ccccc2C1=O (stereo not drawn) was read as POLH inh -2%, APEX1 inh -4%, Tb PGK inh 4%, Apoferritin bind -4%, Pol kappa inh -3%, Pol beta inh -25%, BLM helicase inh -4% and POLI inh 17%.

The listing, from the start:
For Cc1cccc(N2CCN(C3=NC(=O)C(Cc4ccccc4)S3)CC2)c1 (stereo not drawn) the results were POLH inh -28%, APEX1 inh 12%, Tb PGK inh -3%, Apoferritin bind 2%, Pol kappa inh 2%, Pol beta inh 23%, BLM helicase inh 1%, POLI inh 13% and RXFP1 antagonist -13.
CC(C)CC(C(=O)Oc1ccc2c3c(c(=O)oc2c1)CCC3)N1C(=O)c2ccccc2C1=O (stereo not drawn) was read as POLH inh -2%, APEX1 inh -4%, Tb PGK inh 4%, Apoferritin bind -4%, Pol kappa inh -3%, Pol beta inh -25%, BLM helicase inh -4% and POLI inh 17%.
For COc1ccc(NC(=O)c2ccc3c(c2)nnn3C2CCCC2)cc1Cl the results were POLH inh -10%, Tb PGK inh inactive, Apoferritin bind 3%, Pol kappa inh -11%, Pol beta inh 5%, BLM helicase inh -3%, POLI inh 1% and RXFP1 antagonist -8.
For COc1ccc(NC(=O)CSc2nnc(C)s2)cc1S(=O)(=O)N1CCOCC1 the results were POLH inh -2%, APEX1 inh 17%, Tb PGK inh 7%, Pol kappa inh -7%, POLI inh 14% and RXFP1 antagonist 8.
Screening CCOc1ccc(NS(=O)(=O)c2ccc3[nH]c4c(c3c2)CCCC4)cc1 returned POLH inh -14%, Tb PGK inh -4%, Apoferritin bind -11%, Pol kappa inh -4%, Pol beta inh 16%, BLM helicase inh -15%, POLI inh -17% and RXFP1 antagonist -17.
Screening CS(=O)(=O)c1oc(-c2ccc(F)cc2)nc1S(=O)(=O)c1ccc(Cl)cc1 returned POLH inh -5%, Tb PGK inh 2%, Apoferritin bind -11%, Pol kappa inh 11%, Pol beta inh 1%, BLM helicase inh -12%, POLI inh 18% and RXFP1 antagonist inconclusive.
Cc1ccc(CCSc2ccc(C(C)C)cc2)cn1 was read as POLH inh -16%, APEX1 inh 2%, Tb PGK inh -3%, Apoferritin bind -4%, Pol kappa inh -4%, Pol beta inh -22%[57.1 µM], BLM helicase inh -3%, POLI inh 52%[activator] and RXFP1 antagonist -15.
For COc1ccc(S(=O)(=O)N2CCOCC2)cc1NC(=O)C1CCCCN1S(=O)(=O)c1ccccc1 (stereo not drawn) the results were POLH inh -24%, Tb PGK inh -7%, Pol kappa inh -4%, POLI inh 5% and RXFP1 antagonist 3.
Screening CCOC(=O)C1(Cc2ccc(Cl)cc2)CCN(C(=O)c2cnc(C)cn2)CC1 returned POLH inh 1%, APEX1 inh 1%, Tb PGK inh -7%, Apoferritin bind -5%, Pol kappa inh -4%, Pol beta inh -2%, BLM helicase inh 2%, POLI inh -16% and RXFP1 antagonist 2.
Screening Cc1cc2cc3c(cc2nc1SCc1ccccn1)OCCO3 returned POLH inh -16%, APEX1 inh 3%, Tb PGK inh -4%, Apoferritin bind -11%, Pol kappa inh -10%, Pol beta inh -2%, BLM helicase inh 2%, POLI inh -10% and RXFP1 antagonist -2.
Screening O=C(COC(=O)[C@H](Cc1c[nH]c2ccccc12)NC(=O)c1cccs1)NCc1ccccc1 returned POLH inh -12%, APEX1 inh -1%, Tb PGK inh -4%, Apoferritin bind -10%, Pol kappa inh -2%, Pol beta inh -1%, BLM helicase inh -14% and POLI inh 9%.
COc1ccc2c(c1)c1c(c(=O)n(-c3ccc(C)cc3)c(=O)n1CC(=O)c1ccc(Cl)cc1)n2C was read as POLH inh -24%, Tb PGK inh -3%, Apoferritin bind -8%, Pol kappa inh -7%, Pol beta inh -20%, BLM helicase inh 0% and POLI inh 36%[activator].
O=C(COc1ccc(S(=O)(=O)N2CCOCC2)cc1Cl)NC1CC1 was read as POLH inh -4%, APEX1 inh -5%, Tb PGK inh -5%, Apoferritin bind 5%, Pol kappa inh -7%, Pol beta inh -4%, BLM helicase inh -1%, POLI inh 93%[activator] and RXFP1 antagonist -4.
CCOC(=O)N1CCC(NC(=O)C2CCN(S(=O)(=O)c3ccc4c(c3)oc(=O)n4C)CC2)CC1 was read as POLH inh -6%, APEX1 inh -5%, Tb PGK inh 0%, Apoferritin bind -1%, Pol kappa inh 4%, Pol beta inh 18%, BLM helicase inh -5%, POLI inh -11% and RXFP1 antagonist 0.
Screening CCN1C[C@@H]2[C@@H]3C(=O)N(C)C(=O)[C@@H]3[C@](CC)(C1=O)N2C(=O)c1ccc(F)cc1 returned POLH inh -11%, Tb PGK inh inactive, Pol kappa inh -1% and POLI inh 17%.
`Cc1ccc(Cl)cc1NC(=S)N(CCCN1CCOCC1)Cc1ccccn1` gave POLH inh 2%, APEX1 inh 2%, Tb PGK inh inactive, Apoferritin bind -7%, Pol kappa inh -17%, Pol beta inh -2%, BLM helicase inh 3%, POLI inh 98%[activator] and RXFP1 antagonist 2.
`CCN(CC)c1ccc(/C=N/NC(=O)CNC(=O)c2ccc3c(c2)OCCO3)cc1` gave POLH inh -23%, APEX1 inh 55%, Tb PGK inh -9%, Apoferritin bind 31%[activator], Pol kappa inh 0%, Pol beta inh -8%, BLM helicase inh -7%, POLI inh 145%[activator] and RXFP1 antagonist 1.
For Cc1ccc(NC(=O)CSc2nnc(CNC(=O)c3c(F)cccc3Cl)o2)cc1 the results were POLH inh -8%, APEX1 inh 17%, Tb PGK inh -13%, Apoferritin bind -4%, Pol kappa inh -10%, Pol beta inh -21%, BLM helicase inh -1%, POLI inh -6% and RXFP1 antagonist 11.
Screening N#Cc1ccc(C(=O)N2CCN(S(=O)(=O)c3ccc(Cl)s3)CC2)cc1 returned POLH inh -2%, APEX1 inh 18%, Tb PGK inh -4%, Pol kappa inh -3%, POLI inh 4% and RXFP1 antagonist -2.
For Cc1cc(C)c2cc(CN(Cc3cccs3)Cc3nnnn3CC3CCCO3)c(=O)[nH]c2c1 (stereo not drawn) the results were POLH inh -4%, APEX1 inh 0%, Tb PGK inh -8%, Apoferritin bind -6%, Pol kappa inh -7%, Pol beta inh -3%, BLM helicase inh 0%, POLI inh 18% and RXFP1 antagonist -26.
For Cc1ccc(NC(=O)COC(=O)CCc2ccc(S(=O)(=O)N3CCOCC3)cc2)cc1F the results were POLH inh -23%, APEX1 inh -4%, Tb PGK inh 1%, Apoferritin bind -11%, Pol kappa inh -1%, Pol beta inh 7%, BLM helicase inh -1%, POLI inh 130%[activator] and RXFP1 antagonist -11.
`N#Cc1ccc(C(=O)NC(=S)N2CCN(C=O)CC2)cc1` gave POLH inh 8%, APEX1 inh -6%, Tb PGK inh -1%, Pol kappa inh -12%, POLI inh 22% and RXFP1 antagonist 6.
Cc1ccc(NC(=O)CSc2nn3c(=O)c(C)nnc3s2)cc1Cl was read as POLH inh 2%, APEX1 inh 3%, Tb PGK inh -4%, Apoferritin bind -3%, Pol kappa inh -6%, Pol beta inh 15%, BLM helicase inh 1%, POLI inh 24% and RXFP1 antagonist -1.
`O=C(NN1C(=O)NC2(CCCCC2)C1=O)c1cc(F)cc(F)c1` gave POLH inh -14%, APEX1 inh 7%, Tb PGK inh -14%, Pol kappa inh -9%, POLI inh 18% and RXFP1 antagonist 7.
CCOC(=O)C(Cc1c(F)cccc1F)(NC(C)=O)C(=O)OCC was read as POLH inh -13%, APEX1 inh 13%, Tb PGK inh inactive, Apoferritin bind -12%, Pol kappa inh 2%, Pol beta inh 27%, BLM helicase inh -6%, POLI inh 8% and RXFP1 antagonist -1.
Screening Cc1ccc(N2C(=O)CN(Cc3sccc3C)C2=S)cc1C returned POLH inh -24%, APEX1 inh 1%, Tb PGK inh -9%, Apoferritin bind -6%, Pol kappa inh -14%, Pol beta inh 3%, BLM helicase inh -6%, POLI inh -4% and RXFP1 antagonist -7.
`O=C(c1ccccc1)c1ccc(Oc2ncccn2)cc1` gave POLH inh 3%, APEX1 inh -2%, Tb PGK inh 0%, Apoferritin bind -11%, Pol kappa inh -5%, Pol beta inh 1%, BLM helicase inh 2%, POLI inh 8% and RXFP1 antagonist 3.
`COc1cc(CCC(=O)OCC(=O)Nc2ncc(Cl)cc2Cl)cc(OC)c1OC` gave POLH inh 11µM*, APEX1 inh -2%, Tb PGK inh -5%, Apoferritin bind -20%, Pol kappa inh -26%, Pol beta inh 79µM*, BLM helicase inh -15%, POLI inh inconclusive and RXFP1 antagonist -5.
`COc1cccc(C2C(C#N)=C(N)N(N(C)C)C3=C2C(=O)CC(C)(C)C3)c1` (stereo not drawn) gave POLH inh -22%, APEX1 inh 41%, Tb PGK inh 16%, Apoferritin bind 4%, Pol kappa inh 2%, Pol beta inh -3%, BLM helicase inh -3%, POLI inh 12% and RXFP1 antagonist 4.
`Cc1cc(C)nc(NS(=O)(=O)c2ccc(NC(=O)c3ccco3)cc2)n1` gave POLH inh -11%, APEX1 inh 2%, Tb PGK inh -5%, Apoferritin bind -9%, Pol kappa inh -14%, Pol beta inh 19%, BLM helicase inh 1%, POLI inh 10% and RXFP1 antagonist -3.
For Cc1cc(=O)n(C2CCS(=O)(=O)C2)[nH]1 (stereo not drawn) the results were POLH inh -8%, APEX1 inh 4%, Tb PGK inh 0%, Apoferritin bind -2%, Pol kappa inh -14%, Pol beta inh -6%, BLM helicase inh -2%, POLI inh 4.5µM* and RXFP1 antagonist 0.
Cc1c(Cl)cccc1-n1nc(C)c2c(C)cc(=O)n(CC(=O)NCc3ccccc3)c21 was read as POLH inh -2%, Tb PGK inh -9%, Apoferritin bind -4%, Pol kappa inh -1%[60.1 µM], Pol beta inh 8%, BLM helicase inh -1% and POLI inh 35%[activator].
For COC(=O)C(C)CCCC(C)CCCC(C)CCCC(C)C (stereo not drawn) the results were APEX1 inh inconclusive, Apoferritin bind 0%, Pol kappa inh 6%[60.1 µM] and BLM helicase inh -5%.

These rows are one share of the data; count on the stated rates, not on these rows.
